SIAE inh: inhibitors of human sialic acid acetylesterase SIAE. actives 0.69% (n = 370,000). SIAE FP-Rh probe binding, fluorescence polarization. inhibition, % at 9.66 µM. Q9HAT2;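 active = inhibition above a cutoff: mean of compounds within the control limits plus 3 SD of those, cut at about 17% in these data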;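 also: 0% = plate median of compound wells and 100% = probe without SIAE protein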
UHRF1 MBD2 ctr: blocks human UHRF1 binding to methylated DNA | actives 0.75% (n = 370,000) | AID 687016 | inhibition, % at 4.4 µM | Q96T88 | UHRF1 binding to methylated oligo, TR-FRET; in the data active = inhibition above about 21%;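 also: UHRF1 SRA domain binding a hemimethylated CpG hairpin DNA probe; 0% = median of test compound wells and 100% = reference inhibitor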
MBD2 DNA inh: inhibitors of human MBD2 binding to methylated oligonucleotide. Q9UBB5. TR-FRET. inhibition, % at 4.4 µM. actives 0.31% (n = 370,000). AID 686964; in the data active = inhibition above about 13%
PRMT1 FP inh: PRMT1 (human) inhibition, primary screen. Q99873. recombinant PRMT1, activity-based probe fluorescence polarization. inhibition, % at 2.79 µM. actives 1.3% (n = 370,000);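 active = inhibition above about 21% made by adding two undisclosed values, limit read from the data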
HTRA1 inh: blocks human HTRA1 serine peptidase | Q92743 | recombinant HTRA1, FP-rhodamine activity-based probe, fluorescence polarization | inhibition, % at 5.96 µM | actives 0.5% (n = 340,000); in the data active = inhibition above about 36%;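 also: 0% = enzyme with DMSO and 100% = wells lacking enzyme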
TCR CD3 inh: inhibitors of human TCR-CD3 interaction. TAMRA-labeled TCR probe fluorescence, biochemical. inhibition, % at 9.4 µM. actives 0.37% (n = 360,000). AID 651800; in the data active = inhibition above about 19%;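 also: recombinant mutant TCR 2C K166C tagged with TAMRA read by polarization; 0% = receptor in buffer alone and 100% = receptor with positive control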
rCAG RNA binder: molecules binding r(CAG) RNA repeats; r(CAG) RNA repeat, TO-PRO-1 dye displacement fluorescence; inhibition, % at 3 µM; actives 1.3% (n = 370,000); AID 651821;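 active = inhibition above the plate cutoff, the mean of all test compounds on that plate plus 3 SD, cut at about 35% in these data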;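 also: 0% = DMSO alone and 100% = 100 µM mitoxantrone as full dye displacement; higher means more dye released from RNA so lower well fluorescence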
mABHD4 FP: inhibitors of mouse ABHD4; inhibition, % at 8.92 µM; purified mABHD4, FP-Rh probe fluorescence polarization; actives 0.54% (n = 370,000);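 active = inhibition exceeding the mean over every tested compound plus 3 SD, cut at about 30% in these data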;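 also: 0% = plate median of compound wells and 100% = S159A mutant with DMSO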
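Test system: mouse ABHD4 enzyme, wild type. Reagent: FP-Rh fluorescent activity-based probe, added after compound pre-incubation. Timing: pre-incubation 45 min, probe exposure 60 min, at 25 °C. Technique: FP readout, ex 525 nm / em 598 nm. Benchmarks: high control S159A mutant with DMSO, low control median of compound wells.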
GC-A act: GC-A (human) enzyme activation | P16066 | HEK293 GC-A cells, cGMP TR-FRET, EC30 ANP; 0% at EC30 ANP, 100% saturating ANP | activation, % at 10 µM | actives 0.14% (n = 370,000) | AID 1671463; in the data active = activation above about 40%
Target sequence (P16066 whole entry, looked up): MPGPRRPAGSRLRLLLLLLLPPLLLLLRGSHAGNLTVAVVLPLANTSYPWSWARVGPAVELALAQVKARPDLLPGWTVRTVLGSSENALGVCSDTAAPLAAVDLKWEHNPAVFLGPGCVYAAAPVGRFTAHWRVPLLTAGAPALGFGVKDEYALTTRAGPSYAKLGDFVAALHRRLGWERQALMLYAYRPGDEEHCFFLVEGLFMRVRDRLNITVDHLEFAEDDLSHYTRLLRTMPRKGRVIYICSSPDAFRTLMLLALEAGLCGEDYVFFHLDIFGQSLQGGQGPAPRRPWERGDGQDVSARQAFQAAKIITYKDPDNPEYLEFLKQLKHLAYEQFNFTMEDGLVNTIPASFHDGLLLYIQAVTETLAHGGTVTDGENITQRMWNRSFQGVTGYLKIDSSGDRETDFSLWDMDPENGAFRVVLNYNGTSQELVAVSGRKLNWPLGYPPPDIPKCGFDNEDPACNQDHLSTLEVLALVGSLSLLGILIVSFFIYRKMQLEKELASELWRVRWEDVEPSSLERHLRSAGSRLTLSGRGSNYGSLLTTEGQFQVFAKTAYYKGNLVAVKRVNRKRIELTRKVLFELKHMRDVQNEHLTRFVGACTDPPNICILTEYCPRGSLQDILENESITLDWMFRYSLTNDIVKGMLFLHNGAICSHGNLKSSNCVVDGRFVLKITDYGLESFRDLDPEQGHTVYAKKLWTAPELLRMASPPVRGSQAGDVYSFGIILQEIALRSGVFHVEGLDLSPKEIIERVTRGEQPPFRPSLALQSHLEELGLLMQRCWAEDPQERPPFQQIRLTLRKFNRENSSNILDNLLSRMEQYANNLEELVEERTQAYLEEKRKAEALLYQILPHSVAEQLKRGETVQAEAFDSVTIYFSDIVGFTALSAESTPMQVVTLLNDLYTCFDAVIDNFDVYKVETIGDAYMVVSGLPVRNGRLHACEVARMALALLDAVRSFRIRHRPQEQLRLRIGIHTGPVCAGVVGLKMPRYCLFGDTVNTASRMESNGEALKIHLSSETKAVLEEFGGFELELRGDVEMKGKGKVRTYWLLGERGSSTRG
NPR2 activator: GC-B (human) receptor activation | P20594 | HEK293-GC-B cells, CNP EC30, cGMP TR-FRET; 0% at EC30 CNP, 100% saturating CNP | activation, % at 10 µM | actives 0.11% (n = 370,000) | AID 1920062;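 active = activation at 10 µM reaching about 35% in either raw or pattern-adjusted values, limit read from the data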
Numbers without * were called inactive.

For CC1(OC(=O)CCc2ccccc2)C(=O)C=C2C=C(c3ccc(C#N)cc3)N(c3ccccc3)C=C2C1=O (stereo unspecified) the results were SIAE inh 12, UHRF1 MBD2 ctr 5, MBD2 DNA inh 8, PRMT1 FP inh -2, HTRA1 inh 16, TCR CD3 inh -6, rCAG RNA binder 19, mABHD4 FP 3, GC-A act -4 and NPR2 activator -3.
For Cc1ccc(S(=O)(=O)N2CCN(CCNC(=O)C(=O)NCc3ccccc3)CC2)cc1 the results were SIAE inh 0, UHRF1 MBD2 ctr 1, MBD2 DNA inh -2, PRMT1 FP inh -1, HTRA1 inh 5, TCR CD3 inh 7, rCAG RNA binder -6, mABHD4 FP 4, GC-A act 3 and NPR2 activator 3.
`CCN(CC)S(=O)(=O)c1ccc(Oc2ccccc2OC)cc1` gave SIAE inh 1, UHRF1 MBD2 ctr 0, MBD2 DNA inh -4, PRMT1 FP inh -10, HTRA1 inh -6, TCR CD3 inh 5, rCAG RNA binder -1, mABHD4 FP -5, GC-A act 5 and NPR2 activator 0.
`Cc1ccc(NC(=O)CN2CCN(C(=O)c3ccco3)CC2)cc1S(=O)(=O)N(C)C` gave SIAE inh 10, UHRF1 MBD2 ctr 1, MBD2 DNA inh 0, PRMT1 FP inh 2, HTRA1 inh 10, TCR CD3 inh 3, rCAG RNA binder 1, mABHD4 FP 11, GC-A act -1 and NPR2 activator 2.
Screening CN1CC(C(=O)O)Cc2c1ccc1ccccc21 (stereo unspecified) returned SIAE inh 1, UHRF1 MBD2 ctr -4, MBD2 DNA inh -4, PRMT1 FP inh 2, HTRA1 inh -4, TCR CD3 inh 7, rCAG RNA binder 1, mABHD4 FP 6, GC-A act 13 and NPR2 activator 1.
For CCCCN(C(=O)/C=C/c1ccccc1)C1CCS(=O)(=O)C1 (stereo unspecified) the results were SIAE inh 8, UHRF1 MBD2 ctr 5, MBD2 DNA inh -2, PRMT1 FP inh 0, HTRA1 inh 2, TCR CD3 inh -3, rCAG RNA binder -3, mABHD4 FP -2, GC-A act 1 and NPR2 activator -5.
CCc1ccc(/C(C)=N/NS(=O)(=O)c2ccc(OC)cc2)s1 was read as SIAE inh 7, UHRF1 MBD2 ctr 3, MBD2 DNA inh -3, PRMT1 FP inh 5, HTRA1 inh -2, TCR CD3 inh -2, rCAG RNA binder 8, mABHD4 FP -6, GC-A act 2 and NPR2 activator 3.
Screening Cc1nc(-c2ccc(NC(=O)CC(C)C)cc2)cs1 returned SIAE inh -5, UHRF1 MBD2 ctr 0, MBD2 DNA inh 1, PRMT1 FP inh 5, HTRA1 inh -1, TCR CD3 inh 6, rCAG RNA binder -2, mABHD4 FP 2, GC-A act 3 and NPR2 activator -1.
CCOC(=O)c1cnc(SCC(=O)c2ccc3c(c2)OCCO3)nc1N was read as SIAE inh 1, UHRF1 MBD2 ctr -3, MBD2 DNA inh 0, PRMT1 FP inh 11, HTRA1 inh -5, TCR CD3 inh 3, rCAG RNA binder -1, mABHD4 FP 1, GC-A act 2 and NPR2 activator -5.
`CNC(C)C(=O)NC(C(=O)NC(C)C(=O)NNc1ccccc1)C(C)C` (stereo unspecified) gave SIAE inh 10, UHRF1 MBD2 ctr -1, MBD2 DNA inh -3, PRMT1 FP inh 4, TCR CD3 inh 0, rCAG RNA binder 1, mABHD4 FP 2, GC-A act -2 and NPR2 activator 3.
`CCOc1cc(NS(=O)(=O)c2ccc(NC(C)=O)cc2)c(OCC)cc1NC(=O)c1cccs1` gave SIAE inh -1, UHRF1 MBD2 ctr 1, MBD2 DNA inh -1, PRMT1 FP inh 2, HTRA1 inh 2, TCR CD3 inh -2, rCAG RNA binder 4, mABHD4 FP 6, GC-A act -6 and NPR2 activator -5.
For O=C1/C(=C\c2ccc(O)cc2)CCC1CNc1ccc(Cl)cc1 (stereo unspecified) the results were SIAE inh 10, UHRF1 MBD2 ctr 0, MBD2 DNA inh 0, PRMT1 FP inh 17, HTRA1 inh 1, TCR CD3 inh 8, rCAG RNA binder 3, mABHD4 FP -4, GC-A act -7 and NPR2 activator -4.
For CCOC(=O)N1CCN(C(=O)c2ccc3c(=O)n(CCC4=CCCCC4)c(=O)[nH]c3c2)CC1 the results were SIAE inh 5, UHRF1 MBD2 ctr 1, MBD2 DNA inh -3, PRMT1 FP inh -3, HTRA1 inh -14, TCR CD3 inh 0, rCAG RNA binder -4, mABHD4 FP -3, GC-A act 1 and NPR2 activator 4.
`CCC(C(=O)N1CCC(C(N)=O)CC1)n1nc(C)n2c(cc3occc32)c1=O` (stereo unspecified) gave SIAE inh -1, UHRF1 MBD2 ctr 1, MBD2 DNA inh 6, PRMT1 FP inh 4, HTRA1 inh 1, TCR CD3 inh -4, rCAG RNA binder -3, mABHD4 FP -13, GC-A act -3 and NPR2 activator 1.
Screening CCOc1cc(/C=C/C(=O)c2ccc(OC)c(CN3CCOCC3)c2)cc(Br)c1O returned SIAE inh -26, UHRF1 MBD2 ctr -7, MBD2 DNA inh -3, PRMT1 FP inh -2, HTRA1 inh -15, TCR CD3 inh -8, rCAG RNA binder 10, mABHD4 FP -16, GC-A act 4 and NPR2 activator -7.
For Cc1ccc(/C=C/C(=O)Nc2ccc(S(=O)(=O)Nc3cc(C)nc(C)n3)cc2)cc1 the results were SIAE inh -6, UHRF1 MBD2 ctr -2, MBD2 DNA inh -2, PRMT1 FP inh 0, HTRA1 inh -16, TCR CD3 inh 6, rCAG RNA binder 24, mABHD4 FP -19, GC-A act -5 and NPR2 activator -4.
`COc1cccc(C(=O)Oc2cc(-c3ccccc3)no2)c1` gave SIAE inh 0, UHRF1 MBD2 ctr -3, MBD2 DNA inh 3, PRMT1 FP inh 1, HTRA1 inh 6, TCR CD3 inh -6, rCAG RNA binder 4 and mABHD4 FP 1.
O=C(NCCCCC(NC(=O)c1ccc([N+](=O)[O-])cc1)C(=O)O)c1ccc([N+](=O)[O-])cc1 (stereo unspecified) was read as SIAE inh -5, UHRF1 MBD2 ctr -2, MBD2 DNA inh 3, PRMT1 FP inh 0, HTRA1 inh -1, TCR CD3 inh 3, rCAG RNA binder 5, mABHD4 FP -2, GC-A act -3 and NPR2 activator 3.
C/C(=C\C(=O)c1ccccc1)NNc1nc2ccccc2s1 was read as SIAE inh -2, UHRF1 MBD2 ctr 2, MBD2 DNA inh -1, PRMT1 FP inh 2, HTRA1 inh -17, TCR CD3 inh 0, rCAG RNA binder 7, mABHD4 FP 1, GC-A act -14 and NPR2 activator 0.
For CCOc1ccc(NC(=O)c2ccc3c(=O)n(-c4ccc(OC)cc4OC)c(=S)[nH]c3c2)cc1 the results were SIAE inh -10, UHRF1 MBD2 ctr -2, MBD2 DNA inh -2, PRMT1 FP inh -2, HTRA1 inh -10, TCR CD3 inh 3, rCAG RNA binder 13, mABHD4 FP -19, GC-A act -3 and NPR2 activator -8.
For COc1ccc(OCCNC(=O)c2cc(C3CC3)nc3c2cnn3C(C)C)cc1 the results were SIAE inh 8, UHRF1 MBD2 ctr -1, MBD2 DNA inh -5, PRMT1 FP inh 0, HTRA1 inh -18, TCR CD3 inh 8, rCAG RNA binder 5, mABHD4 FP -6, GC-A act -6 and NPR2 activator -2.
Screening Cn1c(SCC(=O)c2ccccc2)nnc1-c1ccco1 returned SIAE inh 3, UHRF1 MBD2 ctr -2, MBD2 DNA inh -5, PRMT1 FP inh 0, HTRA1 inh 1, TCR CD3 inh 7, rCAG RNA binder 2, mABHD4 FP 3, GC-A act -3 and NPR2 activator 2.
`N#C/C(=C/c1ccc(OCc2ccccc2)cc1)C(=O)NC1CCCCC1` gave SIAE inh -1, UHRF1 MBD2 ctr -2, MBD2 DNA inh -2, PRMT1 FP inh 0, HTRA1 inh -2, TCR CD3 inh 5, rCAG RNA binder 2, mABHD4 FP 8, GC-A act -9 and NPR2 activator -9.
`CC(=O)N(C)C[C@H]1Oc2cc(Br)ccc2S(=O)(=O)N([C@H](C)CO)C[C@@H]1C` gave SIAE inh -4, UHRF1 MBD2 ctr 1, MBD2 DNA inh -3, PRMT1 FP inh 0, HTRA1 inh 2, TCR CD3 inh -2, rCAG RNA binder 3, mABHD4 FP 2, GC-A act -3 and NPR2 activator -8.
CN(C)C(=O)C[n+]1ccc(/C=N/O)cc1 was read as SIAE inh 6, UHRF1 MBD2 ctr -1, MBD2 DNA inh -7, PRMT1 FP inh -3, HTRA1 inh 5, TCR CD3 inh 4, rCAG RNA binder -1, mABHD4 FP 3, GC-A act 5 and NPR2 activator 7.
`O=C(Nc1ccc(F)cc1F)NC1CC1` gave SIAE inh -6, UHRF1 MBD2 ctr 4, MBD2 DNA inh 8, PRMT1 FP inh 1, HTRA1 inh 8, TCR CD3 inh -11, rCAG RNA binder -4, mABHD4 FP -9, GC-A act -2 and NPR2 activator 0.
Screening COc1ccc(Cn2c(=O)[nH]c3cc(C(=O)NCCCN4CCCC4)ccc3c2=O)cc1 returned SIAE inh -25, UHRF1 MBD2 ctr 2, MBD2 DNA inh -2, PRMT1 FP inh -1, HTRA1 inh -30, TCR CD3 inh -5, rCAG RNA binder 9, mABHD4 FP -9, GC-A act 3 and NPR2 activator 10.
Screening C=CCn1c(SCC(=O)N(C)C2CCS(=O)(=O)C2)nc2ccccc2c1=O (stereo unspecified) returned SIAE inh -6, UHRF1 MBD2 ctr 3, MBD2 DNA inh -2, PRMT1 FP inh -2, HTRA1 inh -2, TCR CD3 inh -4, rCAG RNA binder -3, mABHD4 FP 5, GC-A act 3 and NPR2 activator 1.
`C=CCNc1cc(N2CCCC2)ccc1[N+](=O)[O-]` gave SIAE inh -2, UHRF1 MBD2 ctr -9, MBD2 DNA inh -11, PRMT1 FP inh 2, HTRA1 inh -11, TCR CD3 inh -3, rCAG RNA binder 4, mABHD4 FP 4, GC-A act -4 and NPR2 activator 0.

Grouped by structure, the entries above containing a nitro group on carbon.
O=C(NCCCCC(NC(=O)c1ccc([N+](=O)[O-])cc1)C(=O)O)c1ccc([N+](=O)[O-])cc1 (stereo unspecified) was read as SIAE inh -5, UHRF1 MBD2 ctr -2, MBD2 DNA inh 3, PRMT1 FP inh 0, HTRA1 inh -1, TCR CD3 inh 3, rCAG RNA binder 5, mABHD4 FP -2, GC-A act -3 and NPR2 activator 3.
`C=CCNc1cc(N2CCCC2)ccc1[N+](=O)[O-]` gave SIAE inh -2, UHRF1 MBD2 ctr -9, MBD2 DNA inh -11, PRMT1 FP inh 2, HTRA1 inh -11, TCR CD3 inh -3, rCAG RNA binder 4, mABHD4 FP 4, GC-A act -4 and NPR2 activator 0.

From PubChem BioAssay

Not all compounds are listed. The share of hits here may be higher or lower than overall.
